NTR1 agonist = agonists of NTR1, primary screen, imaging, U2OS cells, beta-arrestin-GFP, high content (AID 493036) | P30989 | NTR1-U2OS beta-arrestin-GFP spot imaging, agonist mode | activation, % at 20 µM | hit rate 0.17% among 330,000;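 active = activation at or above 40% of the spot to cytoplasm intensity ratio, with at least 20 cells analyzed; inconclusive = wells under 20 cells, flagged as cytotoxic or low count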;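 note: 0% = DMSO without peptide and 100% = 100 nM NTR1 peptide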
Target sequence (P30989 whole entry, looked up): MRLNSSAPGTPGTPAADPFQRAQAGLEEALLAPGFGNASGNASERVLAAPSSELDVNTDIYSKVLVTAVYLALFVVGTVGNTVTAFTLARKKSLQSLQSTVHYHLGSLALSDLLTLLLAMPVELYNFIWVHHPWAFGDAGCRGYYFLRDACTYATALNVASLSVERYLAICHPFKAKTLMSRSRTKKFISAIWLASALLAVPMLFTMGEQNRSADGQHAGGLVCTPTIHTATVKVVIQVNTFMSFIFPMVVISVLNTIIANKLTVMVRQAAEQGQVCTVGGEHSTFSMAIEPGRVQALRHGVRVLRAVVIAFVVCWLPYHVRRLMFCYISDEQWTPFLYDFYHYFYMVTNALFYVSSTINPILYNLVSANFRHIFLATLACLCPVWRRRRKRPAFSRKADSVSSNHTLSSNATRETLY
K1F lysis inhibition = inhibition of K1F phage lysis, E. coli UTI89, bacterial capsule biogenesis inhibitors, alamar blue (AID 488966); E. coli UTI89 K1F phage lysis, alamar blue, 2 h; higher % means a stronger effect; hit rate 0.02% among 340,000; inhibition, % at 100 µM, or IC50 in µM where a hit was titrated;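 active = phage lysis inhibition, versus mean bacterial control, above a set limit; inconclusive = no clear call, values can overlap the other calls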;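 note: capsule biogenesis inhibitors block K1F phage lysis so surviving cells raise fluorescence; higher fluorescence means more inhibition of phage lysis; actives were called in the ten point dose series up to 300 µM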
SV40 large T antigen = SV40 large T antigen inhibitors, biochemical (AID 1903) | hit rate 0.39% among 310,000 | inhibition, % at 20 µM; hits with a dose series show IC50 in µM | SV40 large T antigen ATPase/helicase inhibition assay; higher % means a stronger effect; in the data active = a potency from the dose series; inconclusive = inhibition mostly from about 32% at the one dose, without a potency; inactive = the rest, 99 in 100 with inhibition below about 32%; note: strong numbers were not always called active
T cell modulator = modulates CD8 T cell binding to vesicles | calls only at 7 µM | hit rate 0.068% among 330,000 | 2C CD8+ T cell-vesicle binding, flow cytometry; active compounds read low;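 active = response, share of CD8 T cells binding vesicles, and their 90th percentile fluorescence all below set limits, cut at about 80% in these data, passing the limit was not always enough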
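Benchmarks: naked versus QL9-loaded vesicles / Assay system: purified 2C TCR transgenic mouse naive CD8+ T cells / Technique: high-throughput flow cytometry with anti-B7-1 and anti-CD8 staining / Timing: Cell–vesicle co-incubation 1.5 h at 37 °C, staining 20 min on ice / Read-out: percent CD8+ FL2 mean versus row control / Probe or stimulus: QL9-loaded Drosophila micro-vesicles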
PhoP inhibition = PhoP-dependent GFP reporter repression – Salmonella Typhimurium, primary screen (AID 1863); inhibition, % at 50 µM, or IC50 in µM where a hit was titrated; S. Typhimurium PhoP-regulated promoter GFP reporter, 4 h; higher % means a stronger effect; hit rate 0.16% among 300,000;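 active = inhibition over 29.93%, a cutoff 3 SD above the screen mean, later confirmed by dose response; inconclusive = inhibition over 29.93% but no dose response follow-up; inactive = inhibition at most 29.93% or unconfirmed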;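 note: 0% = low Mg2+ inducing control and 100% = high Mg2+ repressing control; strong numbers were not always called active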
RSV CPE inhibition = RSV antiviral activity via CPE protection, HEp-2 cells, primary 10 µM value included (AID 2391). HEp-2 cells, RSV-induced CPE inhibition; higher % means a stronger effect. CPE inhibition, % at 10 µM, or IC50 in µM where a hit was titrated. hit rate 0.13% among 310,000; in the data active = a potency from the dose series; inconclusive = CPE inhibition mostly from about 23% at the one dose, without a potency; inactive = the rest, 99 in 100 with CPE inhibition below about 21%; note: strong numbers were not always called active
TNAP activators = stimulation of alkaline phosphatase TNAP activity – biochemical, luminescent, no phosphate acceptor, uHTS, primary screen (AID 1001). purified TNAP, luminescent activation assay, no phosphate acceptor; higher activation fold means a stronger effect. one-dose activation fold at 20 µM; EC50 in µM for titrated hits. hit rate 0.03% among 200,000; in the data active = activation fold from about 3, or a potency from the dose series; inactive = the rest, 99 in 100 with activation fold below about 1.6; note: many of its hits are not listed in these tables
Rac1 GTP hydrolysis = MgcRacGAP GTPase-activating activity inhibitors, confirmation, biochemical, ADP Hunter fluorescence | MgcRacGAP-stimulated Rac1 GTP hydrolysis, ADP Hunter fluorescence; higher % means a stronger effect; GST-tagged Rac1 F28L mutant substrate | inhibition, % at 30 µM; hits with a dose series show IC50 in µM | hit rate 0.6% among 340,000 | AID 624330;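 active = first-screen hits whose inhibition reached a set limit at any dose in the follow-up dose series; inconclusive = inhibition above the set first-screen limit but never retested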;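 note: fluorescence reports GDP produced by GAP-driven GTP hydrolysis; strong numbers were not always called active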
Myeloid diff 2 = myeloid differentiation induction. hit rate 1% among 360,000. calls only at 10 µM. ER-HoxA9 myeloid progenitors, lysozyme-GFP differentiation, flow cytometry. AID 624256;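 active = normalized GFP-positive differentiation at or above the plate's own cutoff, the solvent-only control mean plus 3 SD; inconclusive = no clear call, values can overlap the other calls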;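 note: cells exposed to compound for four days before flow analysis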
T cell modulator vesicle-bound % = recorded beside T cell modulator, whose call it bears; double positive events, %; measured here: CD8+ vesicle-bound cell fraction;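 binding gate set so that unloaded-vesicle control wells show 10% double positive cells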
NTR1 agonist cell count 20 µM = recorded beside NTR1 agonist, whose call it bears; cell count; measured here: cell count, cytotoxicity flag
Myeloid diff 2 GFP+ MAC1+ % = further read-out of Myeloid diff 2, marked with its call; GFP+ MAC1+ double positive, %; measured here: differentiation confirmed by MAC1 staining
An asterisk follows results filed as active; i = inactive; u = inconclusive; x = not tested or not shown; [ ] = another dose, or the depositor's remark. Rows are unselected, and some 2.3% of all compounds hit somewhere here.

SMILES	NTR1 agonist	NTR1 agonist cell count 20 µM	K1F lysis inhibition	SV40 large T antigen	T cell modulator	T cell modulator vesicle-bound %	PhoP inhibition	RSV CPE inhibition	TNAP activators	Rac1 GTP hydrolysis	Myeloid diff 2	Myeloid diff 2 GFP+ MAC1+ %
CC(=O)c1c(NC(=O)C(C)C)nc(C)nc1-c1ccccc1	-0.4	62	0.0%	9%	i	15	4%	-0.1%	1.1	8%	i	0.9
COc1ccc(S(=O)(=O)NCc2cccnc2)cc1	0.6	62	0.2%	2%	i	48	-3%	0.0%	x	6%	i	0.8
Clc1ncnc2scc(-c3ccc(Br)cc3)c12	0.4	83	0.4%	2%	i	15	7%	5.8%	1.1	5%	i	0.4
COc1ccccc1OCc1ccc(C(=O)OCC2CCCO2)o1 (centres undefined)	0.0	23	1.1%	4%	i	34	-2%	0.2%	1	11%	i	0.8
Cn1c(N)c(C(=O)COC(=O)/C=C/c2ccccc2F)c(=O)n(C)c1=O	3.9	7	11%	x	i	27	x	x	x	0%	i	0.8
COC(=O)Cc1ccc(N(Cc2ccccc2F)S(=O)(=O)c2ccc(C)cc2)cc1	3.2	83	-0.5%	-18%	i	64	-15%	0.5%	1.1	3%	i	0.3
CC1CCC/C(=C\Nc2ccccc2C(=O)O)C1=O (centres undefined)	2.5	54	0.8%	4%	i	41	4%	0.5%	1	3%	i	2.2
C/C(=N/OCC(=O)Nc1ccc(C)cc1C)c1cccs1	1.4	55	0.3%	1%	i	46	5%	21%	1.1	17%	i	0.7
Cc1cccc(NC(=O)c2cc[n+]([O-])cc2)c1C	-1.0	26	0.1%	5%	i	22	-2%	2.7%	x	7%	i	5.8
NC(=O)C1CCN(c2ccc(C(F)(F)F)cc2[N+](=O)[O-])CC1	-0.5	72	5.8%	0%	i	13	-3%	17%	1	11%	i	1.3
Cc1cc(NC(=O)COC(=O)C2CC(=O)N(c3ccccc3)C2)no1 (centres undefined)	3.8	42	0.4%	15%	i	30	-4%	1.9%	x	-2%	i	0.9
CCOC(=O)CSC(=S)NC(=O)c1ccc(OC)cc1	-0.5	68	-1.2%[50 µM]	19%	i	50	-8%	0.3%	1.4	-2%	i	1.2
CC(=O)C1C(=O)C=C(c2cccs2)CC1c1ccccc1 (centres undefined)	4.0	41	x	8%	i	66	2%	2.6%	1	x	i	0.0
CC(C)(C)NC(=O)C(c1ccncc1)N(C(=O)CNC(=O)c1ccco1)c1ccc(F)cc1 (centres undefined)	-1.3	63	-0.1%	16%	i	45	3%	2.5%	x	3%	i	0.5
COc1cc(CNCc2ccccc2)c(Br)cc1OC1CCCC1	6.8	60	0.4%	6%	i	51	-8%	20%	1.2	3%	i	1.0
COc1ccc(OC)c(S(=O)(=O)NCCC(C)C)c1	-0.7	90	-0.3%	10%	i	36	-6%	0.3%	1	-2%	i	0.2
COc1ccc(-c2nnc3sc(COc4ccccc4)nn23)cc1	1.2	64	0.3%	7%	i	28	-9%	3.7%	0.9	7%	i	1.7
COC(=O)C(C)NC(=S)N1CCN(c2c(F)cc3c(=O)c(C(=O)O)cn(C4CC4)c3c2OC)CC1C (centres undefined)	-0.9	55	1.5%	12%	i	8	75µM*	0.4%	x	9%	i	0.1
CSc1nc(NC(C)(C)C)nc(Oc2ccc(=O)n(C)n2)n1	-1.2	90	-0.2%	11%	i	29	-7%	0.9%	1	-8%	i	2.7
Cc1ccc(C)c(S(=O)(=O)N2CCN(c3nc(-c4cccnc4)nc4ccccc34)CC2)c1	5.6	54	-0.3%[50 µM]	x	i	14	x	9.2%	x	6%	i	0.8

Single records (already shown). Order of values: NTR1 agonist, NTR1 agonist cell count 20 µM, K1F lysis inhibition, SV40 large T antigen, T cell modulator, T cell modulator vesicle-bound %, PhoP inhibition, RSV CPE inhibition, TNAP activators, Rac1 GTP hydrolysis, Myeloid diff 2, Myeloid diff 2 GFP+ MAC1+ %
COc1ccc(OC)c(S(=O)(=O)NCCC(C)C)c1 is listed with -0.7, 90, -0.3%, 10%, i, 36, -6%, 0.3%, 1, -2%, i, 0.2
CCOC(=O)CSC(=S)NC(=O)c1ccc(OC)cc1 is listed with -0.5, 68, -1.2%[50 µM], 19%, i, 50, -8%, 0.3%, 1.4, -2%, i, 1.2
Cc1ccc(C)c(S(=O)(=O)N2CCN(c3nc(-c4cccnc4)nc4ccccc34)CC2)c1 is listed with 5.6, 54, -0.3%[50 µM], x, i, 14, x, 9.2%, x, 6%, i, 0.8
CC(=O)C1C(=O)C=C(c2cccs2)CC1c1ccccc1 (centres undefined) is listed with 4.0, 41, x, 8%, i, 66, 2%, 2.6%, 1, x, i, 0.0
Cc1cc(NC(=O)COC(=O)C2CC(=O)N(c3ccccc3)C2)no1 (centres undefined) is listed with 3.8, 42, 0.4%, 15%, i, 30, -4%, 1.9%, x, -2%, i, 0.9

(list continues)
SMILES	NTR1 agonist	NTR1 agonist cell count 20 µM	K1F lysis inhibition	SV40 large T antigen	T cell modulator	T cell modulator vesicle-bound %	PhoP inhibition	RSV CPE inhibition	TNAP activators	Rac1 GTP hydrolysis	Myeloid diff 2	Myeloid diff 2 GFP+ MAC1+ %
CSc1snnc1-c1ccccc1	0.4	60	-0.2%	2%	i	21	1%	-0.4%	1.1	2%	i	0.1
COc1ccc(C(CC(=O)Nc2cc([N+](=O)[O-])ccc2OC)c2ccccc2)cc1 (centres undefined)	3.9	64	1.5%	12%	i	31	10%	6.2%	1	5%	i	0.7
CN=Cc1sc2ccccc2c1O	0.1	59	0.2%[50 µM]	18%	i	31	10%	0.2%	0.9	6%	i	0.9
CCOC(=O)c1ccc2nc(C(F)(F)F)[nH]c(=O)c2c1	-0.6	32	-0.2%	12%	i	25	-10%	1.2%	1.2	1%	i	0.9
O=C1CC(c2ccccc2)CC2=C1CN(C1CCCCC1)CN2 (centres undefined)	16	87	0.3%	2%	i	41	-6%	1.7%	1.1	2%	i	1.0
COc1cc(C(=O)NNC(=O)Cc2cccs2)cc(OC)c1OC	1.7	42	0.1%[50 µM]	x	i	42	x	x	x	4%	i	0.2
COc1cc(C)ccc1OCCOc1cc(C)ccc1Cl	4.5	32	0.2%	-4%	i	30	-5%	0.6%	1.1	4%	i	0.4
Cn1cccc1C(=O)NC(=O)CSc1cccc[n+]1[O-]	-6.0	84	0.5%	16%	i	50	8%	2.5%	1.1	4%	i	0.3
O=C(OC(C(=O)NCc1ccco1)c1ccc(Cl)cc1)c1cccs1 (centres undefined)	3.4	66	0.1%	22%	i	37	5%	-0.7%	x	7%	i	1.0
COc1cccc(CC(=O)OCC(=O)NC2CCCCCC2)c1	2.6	10	0.1%	7%	i	10	0%	0.9%	x	9%	i	0.3

The last 2 entries of the section above open the next one.
SMILES	NTR1 agonist	NTR1 agonist cell count 20 µM	K1F lysis inhibition	SV40 large T antigen	T cell modulator	T cell modulator vesicle-bound %	PhoP inhibition	RSV CPE inhibition	TNAP activators	Rac1 GTP hydrolysis	Myeloid diff 2	Myeloid diff 2 GFP+ MAC1+ %
O=C(OC(C(=O)NCc1ccco1)c1ccc(Cl)cc1)c1cccs1 (centres undefined)	3.4	66	0.1%	22%	i	37	5%	-0.7%	x	7%	i	1.0
COc1cccc(CC(=O)OCC(=O)NC2CCCCCC2)c1	2.6	10	0.1%	7%	i	10	0%	0.9%	x	9%	i	0.3
COCc1cc(=O)[nH]c(SCC(=O)c2ccccc2)n1	1.2	60	0.3%	3%	i	42	-11%	1.3%	x	-1%	i	0.2
O=C(CN1CCN(S(=O)(=O)c2ccccc2)CC1)Nc1ccc(Cl)c(Cl)c1	7.0	85	0.0%	2%	i	39	-2%	13%	1.1	11%	i	0.4
COc1ccccc1OCCNC(=O)CNC(=O)c1ccc(C(C)(C)C)cc1	5.0	72	0.4%[50 µM]	x	i	6	x	-0.3%	x	3%	i	0.5
CCOc1ccc(S(=O)(=O)N2CCC(C(=O)N3CCN(Cc4ccccc4)CC3)CC2)cc1	-1.0	52	-0.1%	5%	i	39	4%	1.7%	x	-7%	i	0.0
CCOC(=O)c1cnc2c(cnn2C)c1Oc1ccc(OC)cc1	-0.2	64	3.4%	2%	i	36	7%	1.8%	1.1	2%	i	0.2
COc1ccccc1OCC(=O)N/N=C/c1cccc2cccnc12	0.6	75	0.9%[50 µM]	8%	i	17	-8%	1.9%	x	8%	i	0.0
COCC(=O)N/N=C\c1ccccc1OC/C=C/c1ccccc1	-0.4	58	1.5%[50 µM]	5%	i	28	2%	1.4%	x	4%	i	0.5
Cc1cc(C)nc(SCC(=O)N/N=C/c2ccc3c(c2)OCO3)n1	-1.2	73	0.1%	10%	i	64	-2%	0.8%	x	7%	i	0.8
C=CCNc1nc(N)c([N+](=O)[O-])c(Nc2cccc(Cl)c2)n1	4.0	88	1.3%	20%	i	42	x	0.5%	x	5%	i	0.5
COc1ccc(CNC(=O)C(c2ccc(O)cc2)N(Cc2ccco2)C(=O)c2snc(C(N)=O)c2N)cc1 (centres undefined)	2.3	54	1.1%	3%	i	26	3%	-0.6%	x	5%	i	1.1
COc1ccc(CN2CCNC(=O)C2CC(=O)N2CCCO2)c(OC)c1 (centres undefined)	0.6	81	0.1%	7%	i	45	-3%	1.6%	1.1	4%	i	0.3
COc1ccccc1CNS(=O)(=O)c1ccc2c(c1)NC(=O)CO2	-0.3	75	0.0%	9%	i	6	-9%	1.1%	x	-37%	u	x
Cc1ccc(OCCn2cncn2)c([N+](=O)[O-])c1	-1.0	59	-0.1%	7%	i	65	-3%	3.7%	x	7%	i	0.6
Cc1cc(/C=C2\SC(=Nc3ccc(N4CCOCC4)cc3)N(C)C2=O)c(C)n1-c1cccnc1	5.7	61	2.9%	7%	i	42	17%	2.0%	1	5%	i	0.0

Screens as filed in PubChem BioAssay.
